GAA glycogen: qHTS Assay for Inhibitors and Activators of Human alpha-Glucosidase Cleavage of Glycogen | Lysosomal alpha-glucosidase (Homo sapiens), P10253 | recombinant GAA, glycogen substrate, Amplex Red glucose oxidase fluorescence | 300,000 compounds, 0.38% hits | Potency, µM (highest dose often 76.4 µM), without a hit: at the top dose activity change, negative = inhibition, most hits filed as inhibitors;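 note: 0% = full enzyme reaction and -100% = no-enzyme basal signal; the screen sought inhibitors and activators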
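Recombinant enzyme (4 nM final) with compounds titrated up to 77 uM and bovine liver glycogen (30 ug) in citrate pH 5.0, 0.01% Tween-20, 37 C 40 min. Released glucose detected by Amplex Red/glucose oxidase (Ex 573/Em 610); AC50 from Hill fits.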
TR SRC2 fluor cs: Total Fluorescence Counterscreen for Inhibitors of the Interaction of Thyroid Hormone Receptor and Steroid Receptor Coregulator 2; Potency, µM (doses to about 106 µM), inactives show top-dose fluorescence change, negative = quenching; 280,000 compounds, 0.29% hits; AID 1479, 2009; TRb/SRC2 Texas Red total fluorescence interference; active = well fitted curve in either direction with a large enough effect; inconclusive = small, poorly fitted or top-dose-only effect
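Human TRβ ligand-binding domain (0.6 uM) and Texas Red SRC2 peptide (20 nM) in Tris buffer with 1 uM T3 and 5% DMSO were incubated with pinned compound for 5 hr at ambient temperature. Total fluorescence was computed as S + 2P (555/632 nm).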
TRb-SRC2 inh: qHTS for Inhibitors of the Interaction of Thyroid Hormone Receptor and Steroid Receptor Coregulator 2 | 280,000 compounds, 0.065% hits | Potency, µM (series often up to 106 µM), for inactives: at the highest dose activity change, negative = inhibition, usual class: inhibitors | AID 1469, 2008 | Thyroid hormone receptor beta (Homo sapiens), P10828 | TRbeta-SRC2 peptide binding, fluorescence polarization; receptor liganded with 1 µM T3;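 note: plate controls were bound peptide for no effect and peptide without receptor for full effect; nearly all actives have a fitted effect of over 50% in size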
Target sequence (P10828 whole entry, looked up): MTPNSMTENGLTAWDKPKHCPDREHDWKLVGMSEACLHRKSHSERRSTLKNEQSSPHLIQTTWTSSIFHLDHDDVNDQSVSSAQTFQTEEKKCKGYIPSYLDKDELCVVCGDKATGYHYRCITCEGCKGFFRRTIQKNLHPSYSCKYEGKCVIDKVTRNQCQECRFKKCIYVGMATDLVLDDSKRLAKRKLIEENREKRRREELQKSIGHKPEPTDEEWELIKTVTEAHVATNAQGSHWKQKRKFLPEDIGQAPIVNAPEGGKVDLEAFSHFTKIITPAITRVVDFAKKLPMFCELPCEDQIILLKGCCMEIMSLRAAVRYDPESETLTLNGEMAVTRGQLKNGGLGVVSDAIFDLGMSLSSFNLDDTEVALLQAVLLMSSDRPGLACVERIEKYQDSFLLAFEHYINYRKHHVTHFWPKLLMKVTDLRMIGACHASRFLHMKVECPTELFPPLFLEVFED
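Human TRb ligand-binding domain (0.6 uM) is mixed with 20 nM Texas Red SRC2 peptide and 1 uM T3; after compound addition and 5 hr at ambient temperature, polarization is measured and normalized to unbound and bound controls.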
* hit, by the source's call; ? = inconclusive; & = joins results of further samples; [ ] = another dose, or the depositor's remark. Unless noted, calls come from the whole dose curve; as a rule, active = well fitted curve in the direction sought with a large enough effect; inconclusive = small, poorly fitted or top-dose-only effect, or another doubt; inactive = no such curve, though single readings can be large; an effect the other way counts as inactive or inconclusive. Unless noted, % is set by controls: 0 for no effect and ±100 for the full control effect; potency is the fitted concentration of half-maximal effect. A portion of the library. The share of hits here may be higher or lower than overall.

Results follow in this order: GAA glycogen | TR SRC2 fluor cs | TRb-SRC2 inh
1. CC(C)c1ccc(NC(=O)Cn2c(=O)n(CC3CCC(C(=O)NCCc4ccccc4)CC3)c(=O)c3ccccc32)cc1 (stereo unspecified)
  ? | -0.5% | 0.0%
2. COc1ccc(-c2cc(OC(=O)c3ccccc3Cl)c3c(C)oc(C)c3c(=O)c2)cc1OC
  ? | 2.1% | -15.6%
3. CC(=O)c1cccc(-n2c(=O)c3c4c(sc3n(Cc3ccccc3Cl)c2=O)CN(C(C)=O)CC4)c1
  14.1%[76.3 µM] | 2.4% | -6.0%
4. COc1cccc(C(=O)N2c3nc(-c4ccco4)nn3C3(CCCCC3)[C@@H]3CCCC[C@@H]32)c1
  -12.2%[76.3 µM] | 6.8% | -2.6%
5. Cc1ccc(CNC(=O)CCc2cn(Cc3ccc(C)cc3)c3ccccc23)cc1
  11.6%[76.3 µM] | -0.2% | 5.1%
6. CCOC(=O)CNC(=O)c1cc2c(=O)n3cccc(C)c3nc2s1
  -1.2%[76.3 µM] | 7.4% | -0.1%
7. CCC(=O)Nc1ccc(CC)cc1-c1nc2ccccc2n(CC(=O)c2ccc(OC)cc2)c1=O
  9.0%[76.3 µM] | -0.5% | -4.7%
8. CC(=O)Nc1ccc(-c2nnc3n(Cc4ccc(C)cc4)c(=O)c4ccccc4n23)cc1
  -5.5%[76.3 µM] | -0.8% | -4.6%
9. COc1cccc(-c2n[nH]c3c2C(c2cccc(O)c2)N(C)C3=O)c1 (stereo unspecified)
  -4.3%[76.3 µM] | -0.3% | -11.9%
10. Nc1c(C(=O)NCc2ccc(Cl)cc2)sc2nc(-c3ccc(F)cc3)ccc12
  -11.3%[76.3 µM] | 6.3% | -3.3%
11. CCCN(C(=O)COc1cc(=O)n(CC)c2ccccc12)c1ccc(C(C)C)cc1
  3.0%[76.3 µM] | -3.3% | 1.8%
12. COc1ccc(OC)c(Nc2sc(C(=O)c3ccccc3)c(N)c2S(=O)(=O)c2ccccc2)c1
  7.8%[76.3 µM] | -1.0% | -0.2%
13. Cc1ccc(NC(=O)COc2ccc3oc4c(c3c2)CCCC4)cc1C
  9.5%[76.3 µM] | -2.4% | 6.4%
14. CCc1nn(CCCC(=O)N2CCN(c3ccc(OC)cc3)CC2)c(=O)c2cc3occc3n12
  5.7%[76.3 µM] | -0.8% | -3.6%
15. Cc1oc2ccc(O)c(CN3CCCC3)c2c1C(=O)Nc1cccc(Cl)c1C
  3.1%[76.3 µM] | 4.6% | -4.1%
16. CC(C)(C)C1CCc2c(sc3nc(-c4cc5cc(Cl)ccc5oc4=O)[nH]c(=O)c23)C1 (stereo unspecified)
  5.7%[76.3 µM] | -4.3% | -8.2%
17. CCc1nn(CC(=O)N(C)Cc2ccccc2)c(=O)c2cc3sccc3n12
  -6.9%[76.3 µM] | -0.9% | 5.0%
18. Cc1ccc(-c2nc3ccccc3o2)cc1NC(=O)Cc1ccc(Cl)cc1
  14.8%[76.3 µM] | -1.0% | -6.4%
19. CCC1CN(C(=O)N2CCC(C(=O)N3CCN(c4ccccc4)CC3)CC2)c2ccccc2O1 (stereo unspecified)
  -16.9%[76.3 µM] | -3.5% | 0.6%
20. CCCCN(CC)CCNC(=O)Cn1cc2c(n1)-c1c(oc(C(=O)N3CCCC3)c1C)CC2
  2.1%&-0.9%[76.3 µM] | -1.4% | -2.9%

Carrying on.
Results follow in this order: GAA glycogen | TR SRC2 fluor cs | TRb-SRC2 inh
21. COc1ccccc1N1CCN(C(CNC(=O)C(=O)NCCN(C)C)c2cccnc2)CC1 (stereo unspecified)
  17.4%[76.3 µM] | 6.7% | -5.9%
22. CCOCCCNC(=O)c1cc2c(=O)[nH]c3ccccc3c2n1C
  -5.3%[76.3 µM] | 0.0% | -9.6%
23. O=C(Nc1ccccc1)N(Cc1c[nH]c2ccccc12)C1CCCCCC1
  2.2%[76.3 µM] | -1.5% | -4.1%
24. Cc1cccc(-n2c(=O)c3ccccc3n(Cc3ccc(F)cc3)c2=O)c1
  5.2%[76.3 µM] | -1.1% | 0.0%
25. CCc1cccc(NC(=O)Cc2nc(-c3ccc(OC)cc3)no2)c1
  -7.3%[76.3 µM] | -2.3% | -1.3%
26. Cn1c(=O)c2c(ncn2CC(=O)Nc2cc(Cl)cc(Cl)c2)n(C)c1=O
  -4.2%[76.3 µM] | ? | -7.8%
27. CCC1CCCCN1C(=O)Cn1c(=O)n(CCCCCC(=O)NCc2ccc(F)cc2)c(=O)c2sccc21 (stereo unspecified)
  -4.6%[76.3 µM] | 5.1% | 1.4%
28. COc1ccc(N(CC(=O)NCCc2cccc(C)c2)S(=O)(=O)c2c(C)noc2C)cc1
  13.4%[76.3 µM] | -1.6% | -3.2%
29. CC1CCC(NC(=O)c2cc3c(Cl)nc4ccccc4c3s2)CC1 (stereo unspecified)
  18.4%[76.3 µM] | -7.2% | 1.2%
30. CC(C)(C)c1ccc(C(=O)Nc2ccc(-c3nc4ccccc4o3)c(O)c2)cc1
  16.1%[76.3 µM] | -23.1% | -0.6%
31. O=C(COc1ccccc1)Nc1sc2c(c1C(=O)Nc1ccccc1Cl)CCCCC2
  12.0%[76.3 µM] | -15.3% | 3.3%
32. Cc1ccc(N2CCN(S(=O)(=O)c3nnc(NC(=O)c4cccc(F)c4)s3)CC2)cc1
  -13.1%[76.3 µM] | 5.1% | -4.8%
33. CC(C)Nc1cc(N2CCN(C3CCCCC3)CC2)c2noc3c2c1C(=O)c1ccccc1-3
  6.6%[76.3 µM] | 1.6% | -2.5%
34. Clc1ccc(-c2cc3ncc4c(n3n2)-c2ccccc2OC4)cc1
  15.1%[76.3 µM] | ? | 2.0%
35. CCOCCCn1c(SCC(=O)Nc2ccccc2Cl)nc2c(oc3ccccc32)c1=O
  11.7%[76.3 µM] | 3.5% | -5.7%
36. CCN(c1ccccc1)S(=O)(=O)c1nnc(NC(=O)C(C)Oc2ccccc2)s1 (stereo unspecified)
  9.1%[76.3 µM] | -10.1% | 1.1%
37. COC(=O)c1c(Oc2ccc(Br)cc2)nnc(-c2ccccc2)c1-c1ccccc1
  -7.9%[76.3 µM] | -1.1% | -5.1%
38. Cc1ccc(NC(=O)Cn2cnc3sc(C(=O)O)c(C)c3c2=O)cc1Cl
  11.6%[76.3 µM] | 5.1% | 0.4%
39. Cc1ccccc1Nc1c(-c2ccccc2O)nc2sccn12
  11.2µM* | 5.2% | -4.4%
40. COc1ccc(CNC(=O)c2ccc3c(c2)N(Cc2cc(C)ccc2C)C(=O)CS3)cc1
  2.0%[76.3 µM] | 0.5% | -0.4%

An excerpt of these results, with bars between the fields.
item | compound | GAA glycogen | TR SRC2 fluor cs | TRb-SRC2 inh
21 | COc1ccccc1N1CCN(C(CNC(=O)C(=O)NCCN(C)C)c2cccnc2)CC1 (stereo unspecified) | 17.4%[76.3 µM] | 6.7% | -5.9%
22 | CCOCCCNC(=O)c1cc2c(=O)[nH]c3ccccc3c2n1C | -5.3%[76.3 µM] | 0.0% | -9.6%
23 | O=C(Nc1ccccc1)N(Cc1c[nH]c2ccccc12)C1CCCCCC1 | 2.2%[76.3 µM] | -1.5% | -4.1%
24 | Cc1cccc(-n2c(=O)c3ccccc3n(Cc3ccc(F)cc3)c2=O)c1 | 5.2%[76.3 µM] | -1.1% | 0.0%
25 | CCc1cccc(NC(=O)Cc2nc(-c3ccc(OC)cc3)no2)c1 | -7.3%[76.3 µM] | -2.3% | -1.3%
26 | Cn1c(=O)c2c(ncn2CC(=O)Nc2cc(Cl)cc(Cl)c2)n(C)c1=O | -4.2%[76.3 µM] | ? | -7.8%
27 | CCC1CCCCN1C(=O)Cn1c(=O)n(CCCCCC(=O)NCc2ccc(F)cc2)c(=O)c2sccc21 (stereo unspecified) | -4.6%[76.3 µM] | 5.1% | 1.4%
28 | COc1ccc(N(CC(=O)NCCc2cccc(C)c2)S(=O)(=O)c2c(C)noc2C)cc1 | 13.4%[76.3 µM] | -1.6% | -3.2%
29 | CC1CCC(NC(=O)c2cc3c(Cl)nc4ccccc4c3s2)CC1 (stereo unspecified) | 18.4%[76.3 µM] | -7.2% | 1.2%
30 | CC(C)(C)c1ccc(C(=O)Nc2ccc(-c3nc4ccccc4o3)c(O)c2)cc1 | 16.1%[76.3 µM] | -23.1% | -0.6%
31 | O=C(COc1ccccc1)Nc1sc2c(c1C(=O)Nc1ccccc1Cl)CCCCC2 | 12.0%[76.3 µM] | -15.3% | 3.3%
32 | Cc1ccc(N2CCN(S(=O)(=O)c3nnc(NC(=O)c4cccc(F)c4)s3)CC2)cc1 | -13.1%[76.3 µM] | 5.1% | -4.8%

Next section
41	Cc1nc2cc(-c3cccc(F)c3)nn2c(C)c1CCC(=O)N1CCN(c2ccc(F)cc2)CC1
42	O=c1[nH]c(SCc2ccc(Br)cc2)nc2c1CCCC2
43	Cc1nc2sccn2c(=O)c1S(=O)(=O)Nc1ccc(N2CCOCC2)cc1
44	Cc1cc(C)c2c(n1)nn1c(C)c(CCC(=O)NCc3ccc(Cl)cc3)c(C)nc21
45	COc1ccc(CNC(=O)Cc2coc3ccc(C)cc23)cc1

Compound,41,42,43,44,45
GAA glycogen,18.8%[76.3 µM],11.8%[76.3 µM],-0.3%[76.3 µM],14.2%[76.3 µM],0.8%[76.3 µM]
TR SRC2 fluor cs,-0.4%,-1.2%,0.7%,0.4%,-8.0%
TRb-SRC2 inh,-1.1%,1.8%,-7.5%,-5.4%,3.5%

46	CCOc1ccccc1NC(=O)Cn1c(=O)n(C(C)C)c(=O)c2oc3ccccc3c21
47	CCN(CC)CCCNC(=O)c1cnc(SC)nc1-c1ccccc1
48	COc1ccc(NC(=O)C(C)n2nc(-c3cc(C)ccc3C)c3c(c2=O)CCCC3)cc1 (stereo unspecified)
49	CCOc1ccccc1NS(=O)(=O)c1cc2[nH]c(=O)c(=O)[nH]c2cc1C
50	Cc1cc(N2CCN(c3cccc(C)c3C)CC2)n2nc(C)c(-c3ccc(Cl)cc3)c2n1

Compound,46,47,48,49,50
GAA glycogen,-7.5%[76.3 µM],-1.2%[76.3 µM],-16.1%[76.3 µM],11.3%[76.3 µM],-6.6%[76.3 µM]
TR SRC2 fluor cs,0.5%,-9.3%,1.2%,-21.1%,-1.1%
TRb-SRC2 inh,3.4%,0.6%,1.3%,1.2%,6.5%

51	CCOC(=O)c1c(C)c(-c2ccccc2)n(CC(=O)NCc2ccccc2)c1C
52	Cc1ccc(-c2nn(-c3ccccc3)c3c2cnc2ccccc23)cc1C
53	Cc1ccc(-n2ccn(CC(=O)NCCc3ccccc3)c(=O)c2=O)cc1C
54	CCc1ccccc1NC(=O)C1CCCN(c2nnc(-n3c(C)ccc3C)s2)C1 (stereo unspecified)
55	COc1ccccc1C(=O)Nc1nc(-c2ccccc2)ns1

Compound,51,52,53,54,55
GAA glycogen,7.2%[76.3 µM],12.7%[76.3 µM],-1.0%&9.9%[76.3 µM],-13.3%[76.3 µM],-0.9%[76.3 µM]
TR SRC2 fluor cs,-26.8%,-4.0%,6.3%,-1.7%,-11.7%
TRb-SRC2 inh,3.5%,-5.1%,-1.9%,-1.2%,8.4%

56	O=S(=O)(c1ccccc1)c1nc(-c2ccco2)oc1SCc1ccc(F)cc1
57	CCN1C(=O)c2ccccc2S(=O)c2ccc(C(=O)N3CCN(c4cccc(Cl)c4)CC3)cc21 (stereo unspecified)
58	CCC(C(=O)Nc1ccccc1)n1nc(-c2cc(C)ccc2C)ccc1=O (stereo unspecified)
59	Cc1ccc(NC(=O)CN(C)S(=O)(=O)c2cccc3nsnc23)c(C)c1
60	Cc1ccc(C(=O)N(Cc2ccco2)c2ccccn2)cc1
61	Cc1ccccc1CNC(=O)CCCn1c(=O)c2cccn2c2cccnc21
62	COc1ccc(OCC(=O)Nc2ccc(Cl)c(-c3nc4ncccc4o3)c2)cc1
63	O=C(Cn1c(=O)n(-c2ccc(Cl)cc2)c(=O)c2sc3ccccc3c21)NC1CCCCC1

Compound,56,57,58,59,60,61,62,63
GAA glycogen,-5.7%[76.3 µM],13.9%[76.3 µM],7.8%[76.3 µM],19.2%[76.3 µM],-1.2%[76.3 µM],8.9%[76.3 µM],12.7%[76.3 µM],2.9%[76.3 µM]
TR SRC2 fluor cs,-2.7%,2.5%,-0.1%,-1.3%,7.4%,-0.6%,8.1%[11.2 µM],-0.6%
TRb-SRC2 inh,4.1%,-6.8%,4.3%,-1.7%,-6.0%,-0.8%,7.1%[11.2 µM],-5.0%
